Screening results: PubChem BioAssay, several laboratories
HPDE-C7 viability – cytotoxicity in HPDE-C7 cells, cell-based, fluorescence, HTS (AID 430); HPDE-C7 pancreatic duct cells viability, fluorescence; higher % means a stronger effect; cytotoxicity, % at 10 µM, or EC50 in µM where a hit was titrated; hit rate 1.8% among 63,000;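 also: cells exposed to compound for 48 hours before viability readout; 0% = vehicle and 100% = reference cytotoxic drug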
HT1080 viability – HT1080 cell viability loss – fluorescence readout (AID 620). HT1080 viability, fluorescence; higher % means a stronger effect. cytotoxicity, % at 10 µM; hits with a dose series show EC50 in µM. hit rate 0.42% among 87,000;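 also: cells exposed to compound overnight then 4 h with Alamar Blue; 0% = vehicle DMSO and 100% = killing control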
Spn DPM-DC inh – S. pneumoniae DPM-DC inhibition; hit rate 0.49% among 65,000; calls only at 10 µM; purified DPM-DC, PK/LDH coupled NADH fluorescence;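 active = the 320 compounds with the highest percent inhibition in the single-dose primary screen, excluding strongly autofluorescent ones, cut at about 32% in these data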;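 also: kinetic rate of NADH fluorescence loss reporting ADP formed by the decarboxylase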
Bfl-1 inhibitors – Bfl-1 inhibitors, primary screen, biochemical, fluorescence polarization, FITC-Bid, mouse (AID 432); FITC-Bid BH3 peptide fluorescence polarization displacement; higher % means a stronger effect; displacement, % at 20 µM; hits with a dose series show IC50 in µM; hit rate 0.02% among 64,000; in the data active = a potency from the dose series; inactive = the rest, 99 in 100 with displacement below about 15%; also: strong numbers were not always called active
PMK inhibit – S. pneumoniae PMK inhibition | inhibition, % at 10 µM | AID 539 | purified PMK, PK/LDH-coupled NADH absorbance 340 nm | hit rate 0.49% among 65,000;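 active = top-ranked compounds by inhibition in the single 10 µM screen, taking a fixed number of the strongest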;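 also: 0% = full reaction with DMSO carrier and 100% = background rate without enzyme reaction; no value below 0 was filed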
Alkaline phosphatase – human TNAP enzyme inhibitors, biochemical, luminescent (AID 518). purified TNAP enzyme, luminescent substrate readout; higher % means a stronger effect. one-dose inhibition, % at 20 µM; IC50 in µM for titrated hits. hit rate 0.09% among 64,000; in the data active = a potency from the dose series; inactive = the rest, 99 in 100 with inhibition below about 22%;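 also: plate controls were vehicle for no effect and reference inhibitor for full effect; many of its hits are not listed in these tables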
LYP phosphatase – LYP phosphatase inhibitors, primary screen, biochemical, DiFMUP fluorescence, recombinant catalytic domain, 10 µM (AID 606). recombinant LYP catalytic domain, DiFMUP fluorescence; higher % means a stronger effect. one-dose inhibition, % at 10 µM; IC50 in µM for titrated hits. 52,000 tested, under 10 active;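 active = IC50 under 40 µM in the dose-response test; inactive = IC50 of 40 µM or more, or never dose-tested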
KRASV12 cytotoxicity – cytotoxicity in KRAS-transformed pancreatic duct cells, primary screen, cell-based, fluorescence, HTS (AID 431). HPDE-C7K KRASV12 cells, Alamar Blue viability, 48 h; higher % means a stronger effect. cytotoxicity, % at 10 µM, or EC50 in µM where a hit was titrated. hit rate 1.7% among 63,000;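 active = compounds whose percent cytotoxicity in the single-dose primary screen, scaled between solvent and toxic-drug controls, exceeds 50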;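 also: 0% = DMSO solvent wells and 100% = doxorubicin-treated wells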
MK inhibit – S. pneumoniae mevalonate kinase inhibition; inhibition, % at 10 µM; purified MK, PK/LDH-coupled NADH absorbance 340 nm; hit rate 0.48% among 65,000; AID 555;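 active = ranked among the strongest by inhibition in the single 10 µM screen, a fixed top-ranked set picked for dose follow-up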; also: no value below 0 was filed
PMK inhibit pilot replicates – second read-out of PMK inhibit, no call of its own (marks repeat the call); inhibition, %; measured here: pilot screen replicates
MK inhibit pilot replicates – recorded beside MK inhibit, whose call it bears; inhibition, %; measured here: pilot screen replicates
Spn DPM-DC inh pilot screen % – further read-out of Spn DPM-DC inh, marked with its call; inhibition, %; measured here: pilot screen trials
The depositor's hits bear a star; i = inactive; . = not tested or not shown; + = active, no number. Rule as the data show it, unless noted: active = cytotoxicity above about 50%; inactive = the rest.

SMILES | HPDE-C7 viability | HT1080 viability | Spn DPM-DC inh | Bfl-1 inhibitors | PMK inhibit | Alkaline phosphatase | LYP phosphatase | KRASV12 cytotoxicity | MK inhibit | others
Cc1ccc(C(=O)Nc2ccccc2N2CCN(C(=O)C(C)C)CC2)cc1 | 0% | 12% | i | -4% | 18 | 16% | . | -12% | 8
NC(=O)c1ccc(N2CCCCC2)c(N2C(=O)CCC2=O)c1 | -8% | -1% | i | 2% | 0 | 9% | 5% | -10% | 4
COc1cc(-c2nc3cnccn3c2Nc2ccccc2)ccc1O | 22% | -4% | . | -2% | 2 | 18% | 7% | 16% | 3
Cc1ccc(-c2cnc(N)n2C)cc1C | 1% | -5% | i | -11% | 6 | 8% | . | 5% | 5
Cc1onc(-c2ccccc2)c1C(=O)N1CCN(C/C=C/c2ccccc2)CC1 | -9% | -3% | i | 8% | 0 | 15% | -2% | 2% | 6
CC(C)Cn1c(N)c(S(=O)(=O)c2cccs2)c2nc3ccccc3nc21 | 9% | 30% | . | -3% | 12 | 15% | 9% | 9% | 6
Cc1ccc(C)c(C(C)NC(=O)C2C3CCC(O3)C2C(=O)O)c1 (stereo not drawn) | 25% | 11% | i | -14% | 7 | 2% | 5% | 33% | 7
Oc1ccc(Br)cc1CN1CCCCCCC1 | -5% | -10% | i | 1% | 8 | 7% | . | 6% | 30
COc1cc(NC(=O)C2CCCN(S(=O)(=O)c3cccc4nsnc34)C2)cc(OC)c1 (stereo not drawn) | -2% | 6% | i | 5% | 13 | 7% | -3% | 3% | 7
CCCOc1nc(N)c(C#N)c(-c2ccccc2F)c1C#N | 1% | 1% | i | 6% | 7 | 9% | 4% | -3% | 2 | PMK inhibit pilot replicates=0.5;MK inhibit pilot replicates=0.0;Spn DPM-DC inh pilot screen %=0.5
Cc1[nH]c2ccccc2c1CCO | -8% | 0% | i | -3% | 0 | 12% | . | -12% | 6
COc1ccc(-c2nnnn2C)cc1S(=O)(=O)NCCc1ccccc1 | 2% | 1% | i | -7% | 10 | 9% | -1% | 10% | 7
CCOc1ccc(NC(=O)N(CCN(C)C)C(C)c2ccncc2)cc1 (stereo not drawn) | -8% | -5% | i | 13% | 6 | 7% | 3% | -4% | 0
CS(=O)(=O)c1ccc2nc(NC(NC(=O)c3ccco3)(C(F)(F)F)C(F)(F)F)sc2c1 | 12% | -3% | i | 1% | 3 | 18% | 2% | 7% | 4
CCCC(C)C(=O)Nc1nnc(C)s1 (stereo not drawn) | 2% | -10% | i | -3% | 0 | 0% | 8% | 6% | 1
CCN(CC)CCNC(=O)C1CCN(S(=O)(=O)N2CCCCC2)CC1 | -26% | -3% | i | -2% | 11 | 8% | -2% | -12% | 0 | PMK inhibit pilot replicates=4.5;MK inhibit pilot replicates=0.5;Spn DPM-DC inh pilot screen %=0.0
COc1ccc(-c2csc(NCc3ccco3)n2)cc1 | 1% | -6% | i | -1% | 0 | 6% | 5% | -11% | 7
CCCCC(=O)N(CCOC)c1nnc(-c2ccc(OC)cc2)s1 | 6% | -3% | i | 1% | 18 | 5% | 4% | 8% | 8
COc1ccc(N2CCN(C(=O)CCS(=O)(=O)c3cccc4nsnc34)CC2)cc1 | -8% | -5% | i | 9% | 4 | 4% | 2% | -2% | 5
N#CC1=C(N)SC(N)=C(C#N)C1c1ccc(C(F)(F)F)cc1 | -13% | -8% | i | -2% | 4 | 6% | . | 0% | 5 | PMK inhibit pilot replicates=0.0;MK inhibit pilot replicates=3.0;Spn DPM-DC inh pilot screen %=0.0
C=C(C)Cn1c(COc2ccccc2)nnc1SCC(=O)O | . | 2% | + | 1% | 16 | 10% | 6% | . | 20
CC(C)CCn1c(NCCc2ccccc2)nc2c1c(=O)n(C)c(=O)n2C | 1% | -1% | i | -3% | 12 | 10% | 4% | 1% | 0 | PMK inhibit pilot replicates=4.5;MK inhibit pilot replicates=0.0;Spn DPM-DC inh pilot screen %=1.5
CCCC(C(=O)NC1CCCCC1)N(CC1CCCO1)C(=O)CNS(=O)(=O)c1ccc(F)cc1 (stereo not drawn) | -7% | -11% | i | 4% | 6 | 4% | 2% | -7% | 3
CCN(CC)C(=O)C1=C(C)NC(=O)NC1c1ccccc1F (stereo not drawn) | 0% | -1% | i | 3% | 6 | 11% | 4% | 6% | 15
COc1ccc(-c2cc3nc4n(c(=O)c3s2)CCOC4)cc1 | -2% | -1% | . | 3% | 4 | 9% | -2% | 3% | 0
c1cncc(-c2nnc3sc(C4CCCCC4)nn23)c1 | 5% | -1% | i | 0% | 4 | 10% | . | -10% | 7
CCCCn1c(SCC(=O)N2CC(C)CC(C)C2)nc2cc(S(N)(=O)=O)ccc21 (stereo not drawn) | 5% | 7% | i | -5% | 10 | 12% | 16% | -8% | 7
CN(C)C(=O)N1CCCC(C(=O)NCc2cccs2)C1 (stereo not drawn) | -12% | 7% | i | -9% | 21 | 9% | -1% | -5% | 0
O=C(NCc1ccc(Cl)cc1)c1cccnc1 | 6% | 4% | i | -3% | 11 | 11% | . | -4% | 7
Cc1cccc(N2CCN(c3nc4ccccc4n4cnnc34)CC2)c1C | 9% | -7% | i | -9% | 5 | 6% | -2% | 2% | 2

The closing two records of the section above open the next one.
SMILES | HPDE-C7 viability | HT1080 viability | Spn DPM-DC inh | Bfl-1 inhibitors | PMK inhibit | Alkaline phosphatase | LYP phosphatase | KRASV12 cytotoxicity | MK inhibit | others
O=C(NCc1ccc(Cl)cc1)c1cccnc1 | 6% | 4% | i | -3% | 11 | 11% | . | -4% | 7
Cc1cccc(N2CCN(c3nc4ccccc4n4cnnc34)CC2)c1C | 9% | -7% | i | -9% | 5 | 6% | -2% | 2% | 2
Cc1ccccc1-n1c(SCC(=O)N2CCCC2)nnc1-c1ccccn1 | -17% | -8% | i | -1% | 21 | 2% | . | -16% | 0
CCOC(=O)c1sc2ncnc(N3CCN(c4ccc(OC)cc4)CC3)c2c1C | 10% | 4% | i | -5% | 9 | 6% | -5% | 0% | 0
COc1ccccc1N1CCN(C(=O)COc2ccc(Cl)cc2Br)CC1 | 30% | 0% | i | -1% | 5 | 9% | . | 33% | 0
O=C1CC(N2CCN(CCc3ccccn3)CC2)C(=O)N1c1ccc(Cl)cc1 (stereo not drawn) | -17% | -3% | i | -3% | 20 | -1% | . | -7% | 5
Cc1cc(N2CCN(C)CC2)nc(N2CCOCC2)n1 | -10% | 1% | i | -4% | 16 | 10% | 8% | -6% | 0 | PMK inhibit pilot replicates=5.0;MK inhibit pilot replicates=1.0;Spn DPM-DC inh pilot screen %=2.0
N#Cc1nc(-c2ccccc2Cl)oc1NCc1ccco1 | 4% | -5% | i | -6% | 3 | 15% | 9% | 10% | 5
CCOc1ccccc1NC(=O)Cn1nnc(-c2ccc(OCC)c(OCC)c2)n1 | 4% | -11% | i | -3% | 6 | 10% | . | -4% | 9
COc1ccc(N(CC(=O)NC2CCCCCCC2)S(=O)(=O)c2c(C)nn(C)c2C)cc1 | -13% | 2% | i | 3% | 10 | 11% | 7% | -4% | 8
O=C(Nc1nc2ccccc2n1Cc1ccccc1)c1ccco1 | 9% | 7% | i | -8% | 3 | 12% | -3% | 3% | 5
COc1ccc(N2CCN(C(=O)CSc3nnc(COc4cccc5cccnc45)o3)CC2)cc1 | 6% | . | i | -4% | 10 | 10% | 1% | 4% | 3
CCC1CCCCN1c1nc2c(c(=O)n(C)c(=O)n2C)n1CCSc1nc2ccccc2o1 (stereo not drawn) | -6% | -3% | i | 3% | 6 | 3% | -2% | -7% | 12
CC1CC(C)CN(c2oc(-c3ccccc3Cl)nc2C#N)C1 (stereo not drawn) | 2% | -1% | . | -4% | 0 | 3% | 9% | -2% | 5
CC(C)(C)OC(=O)NC(CCCCNC=O)C(=O)O (stereo not drawn) | -14% | -2% | i | 4% | 7 | 1% | 7% | -9% | 9
CCOC(=O)c1c(C)c(C(=O)N2CCc3ccccc3C2)c(C)n1CC | 31% | 20% | i | -2% | 12 | 11% | 9% | 14% | 5
COC(=O)c1[nH]c2cc(OC)c(OC)cc2c1NC(=O)c1cccc(OC)c1 | -10% | 5% | i | -10% | 4 | 2% | -36% | -5% | 10
COc1ccc(Cc2nn3c(-c4cc(OC)c(OC)c(OC)c4)nnc3s2)cc1 | 0% | 7% | i | 3% | 6 | 15% | 11% | 18% | 12 | PMK inhibit pilot replicates=3.0;MK inhibit pilot replicates=0.0;Spn DPM-DC inh pilot screen %=1.5
CC(=O)NCc1ccc(C(=O)CSc2nnc(-c3ccncc3)n2Cc2ccccc2)o1 | -4% | -3% | i | -7% | 24 | 14% | . | -3% | 8 | PMK inhibit pilot replicates=3.5;MK inhibit pilot replicates=0.0;Spn DPM-DC inh pilot screen %=0.0
COc1ccc(-c2nc(N)n(C(C)=O)n2)cc1 | 10% | 5% | i | 2% | 9 | 17% | 8% | 6% | 2
Cc1ccc(N2C(=O)[C@@H]3Cc4ccccc4CN3C2=O)cc1 | 2% | 1% | i | -2% | 11 | 3% | . | 9% | 13
CCOC(=O)C1CCCN(Cc2c(F)cccc2Cl)C1 (stereo not drawn) | 2% | 2% | i | -7% | 0 | 7% | -2% | -8% | 35
CCOC(=O)C(CC)n1nc(C)n2c(cc3sccc32)c1=O (stereo not drawn) | -3% | -4% | i | -2% | 9 | 18% | 3% | 8% | 8 | PMK inhibit pilot replicates=5.0;MK inhibit pilot replicates=1.5;Spn DPM-DC inh pilot screen %=1.0
CC(=O)NC(CCS(C)(=O)=O)C(=O)Nc1cccc(C)c1 (stereo not drawn) | -10% | 1% | i | 0% | 10 | 17% | 10% | -7% | 8 | PMK inhibit pilot replicates=0.0;MK inhibit pilot replicates=0.0;Spn DPM-DC inh pilot screen %=0.0
CCC(Sc1ncccc1C(=O)O)C(=O)N1CCOCC1 (stereo not drawn) | . | 4% | i | -1% | 12 | 7% | 3% | . | 0
O=C(O)Cc1ccccc1C(=O)O | 7% | 5% | i | 0% | 7 | 8% | 4% | -5% | 9 | PMK inhibit pilot replicates=1.0;MK inhibit pilot replicates=1.0;Spn DPM-DC inh pilot screen %=0.0
CCCn1c(SCC(=O)Nc2ccccc2CC)nnc1C(C)C | 2% | 7% | i | -11% | 12 | 1% | 13% | -3% | 1
CCOC(=O)C1CCCN(c2ccc(NC(=O)c3snc4c(=O)[nH]cnc34)cc2)C1 (stereo not drawn) | -7% | 12% | i | -9% | 9 | 14% | 20% | -9% | 9

3 entries already listed, ordered by number of heavy atoms, largest number first.
SMILES | HPDE-C7 viability | HT1080 viability | Spn DPM-DC inh | Bfl-1 inhibitors | PMK inhibit | Alkaline phosphatase | LYP phosphatase | KRASV12 cytotoxicity | MK inhibit | others
CC(=O)NCc1ccc(C(=O)CSc2nnc(-c3ccncc3)n2Cc2ccccc2)o1 | -4% | -3% | i | -7% | 24 | 14% | . | -3% | 8 | PMK inhibit pilot replicates=3.5;MK inhibit pilot replicates=0.0;Spn DPM-DC inh pilot screen %=0.0
CCCn1c(SCC(=O)Nc2ccccc2CC)nnc1C(C)C | 2% | 7% | i | -11% | 12 | 1% | 13% | -3% | 1
COc1ccc(-c2nc(N)n(C(C)=O)n2)cc1 | 10% | 5% | i | 2% | 9 | 17% | 8% | 6% | 2
